High-throughput results deposited in PubChem by National Center for Advancing Translational Sciences (NCATS).
L3MBTL1 block – qHTS Assay for the Inhibitors of L3MBTL1. Potency, µM (doses to about 57.1 µM), for the others: at the top dose activity, negative = inhibition, hits mostly inhibitors. AID 485360, 2010. 230,000 compounds, 0.66% hits. AlphaScreen L3MBTL1–H3K9me1 peptide binding; further: on the % scale 0 is the no-effect control and ±100 the full control effect; nearly all actives have a fitted effect of over 60% in size
Target sequence (Q9Y468 whole entry, looked up): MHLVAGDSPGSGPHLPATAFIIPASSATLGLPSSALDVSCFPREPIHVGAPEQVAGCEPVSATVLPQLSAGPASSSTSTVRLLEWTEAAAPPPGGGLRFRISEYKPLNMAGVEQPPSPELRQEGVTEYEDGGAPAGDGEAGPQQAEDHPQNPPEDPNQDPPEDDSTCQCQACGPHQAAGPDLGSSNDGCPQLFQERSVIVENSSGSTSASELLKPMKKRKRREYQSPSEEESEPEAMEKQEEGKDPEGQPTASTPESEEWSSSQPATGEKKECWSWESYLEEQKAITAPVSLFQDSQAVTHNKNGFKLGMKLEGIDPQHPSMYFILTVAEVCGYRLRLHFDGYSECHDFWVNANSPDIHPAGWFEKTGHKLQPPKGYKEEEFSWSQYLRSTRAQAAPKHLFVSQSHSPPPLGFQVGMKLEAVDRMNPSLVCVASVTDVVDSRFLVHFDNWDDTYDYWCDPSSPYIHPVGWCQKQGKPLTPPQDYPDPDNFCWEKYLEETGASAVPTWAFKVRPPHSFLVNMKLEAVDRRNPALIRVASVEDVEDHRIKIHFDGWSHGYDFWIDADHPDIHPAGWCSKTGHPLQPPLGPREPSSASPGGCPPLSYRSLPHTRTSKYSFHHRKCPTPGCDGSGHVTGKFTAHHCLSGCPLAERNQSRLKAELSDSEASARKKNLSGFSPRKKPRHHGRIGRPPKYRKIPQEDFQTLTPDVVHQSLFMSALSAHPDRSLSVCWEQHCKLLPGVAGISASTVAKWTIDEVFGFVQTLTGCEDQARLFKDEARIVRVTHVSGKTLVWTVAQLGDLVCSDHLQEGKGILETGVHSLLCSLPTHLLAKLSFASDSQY
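Read-out is AlphaScreen signal from streptavidin donor and nickel chelate acceptor beads (10 ug/mL final each) bridging L3MBTL1 (50 nM) and biotinylated K9-monomethylated H3(1-15) peptide (75 nM), after 30 min compound exposure at room temperature.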
Tau fluor cs – Counterscreen qHTS for Inhibitors of Tau Fibril Formation, Fluorescence Polarization | AID 1463, 2008 | Potency, µM (highest dose often 57.7 µM), without a hit: top-dose activity change, negative = decrease | 280,000 compounds, 0.93% hits | tau K18 P301L Alexa594 fluorescence, heparin fibrillization; further: on the % scale 0 is the no-effect control and ±100 the full control effect; nearly all actives have a fitted effect of over 55% in size
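Human K18 P301L tau (15 uM unlabeled plus 0.24 uM Alexa 594-labeled, final) in 100 mM sodium acetate pH 7 was mixed with compound and 20 uM heparin and incubated 6 hr at 37 C.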
TRb-SRC2 inh – qHTS for Inhibitors of the Interaction of Thyroid Hormone Receptor and Steroid Receptor Coregulator 2; Thyroid hormone receptor beta (Homo sapiens), P10828; TRbeta-SRC2 peptide binding, fluorescence polarization; receptor liganded with 1 µM T3; Potency, µM (top dose mostly 106 µM), inactives show at the highest dose activity change, negative = inhibition, hits mostly inhibitors; 280,000 compounds, 0.065% hits;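 further: plate controls were bound peptide for no effect and peptide without receptor for full effect; nearly all actives have a fitted effect of over 50% in size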
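TRb LBD 0.6 uM + Texas Red SRC2 peptide 20 nM, 1 uM T3, Tris buffer w/ 5% DMSO; compound pinned, 5 h RT; FP read ex 555/em 632; normalized to unbound and bound controls.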
Tau fibril ThT – qHTS for Inhibitors of Tau Fibril Formation, Thioflavin T Binding. 270,000 compounds, 2.1% hits. recombinant tau K18 P301L (four-repeat tau fragment), heparin-induced fibrillization, ThT fluorescence. AID 1460, 2008. Potency, µM (highest dose often 57.4 µM), for the others: at the highest dose activity, negative = inhibition, actives largely listed as inhibitors; further: on the % scale 0 is the no-effect control and ±100 the full control effect; nearly all actives have a fitted effect of over 55% in size
Target sequence (P10636 561-689 P618L limits assumed): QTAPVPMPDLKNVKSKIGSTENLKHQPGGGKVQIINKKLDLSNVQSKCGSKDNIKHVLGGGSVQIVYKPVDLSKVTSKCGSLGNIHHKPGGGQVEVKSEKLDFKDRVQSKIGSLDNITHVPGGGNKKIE
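In this qHTS, human K18 P301L tau is incubated with compound and heparin for 6 hr at 37 C, and Thioflavin T fluorescence then reports fibril load.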
Tau FP inhib – qHTS for Inhibitors of Tau Fibril Formation, Fluorescence Polarization | K18 P301L tau heparin fibrillization, Alexa594 FP, 6 h | 280,000 compounds, 0.39% hits | AID 1468, 2008 | Potency, µM (doses to about 57.7 µM), for inactives: at the top dose activity, negative = inhibition, most hits filed as inhibitors; further: on the % scale 0 is the no-effect control and ±100 the full control effect; nearly all actives have a fitted effect of over 55% in size
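Read-out: fluorescence polarization of Alexa 594-labeled tau (0.24 uM), 555 nm excitation, 632 nm emission. Mixtures held 15 uM unlabeled K18 P301L, compound and 20 uM heparin, pH 7 acetate buffer, incubated 6 hr at 37 C.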
RECQ1 inh – qHTS Assay for Inhibitors of RecQ-Like Dna Helicase 1 (RECQ1). Potency, µM (top dose mostly 57.3 µM), without a hit: at the highest dose activity, negative = inhibition, most hits filed as inhibitors. ATP-dependent DNA helicase Q1 (Homo sapiens), P46063. RECQ1 DNA unwinding, red fluorescence kinetic read. 240,000 compounds, 0.54% hits;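 further: plate controls were vehicle for no effect and no enzyme for full effect; nearly all actives have a fitted effect of over 30% in size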
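50 nM RECQ1T1 preincubated 15 min with compound in Tris pH 8.0 buffer with MgCl2, DTT, Tween-20 and 2.5 ug/ml poly(dI-dC); started with 200 nM TAMRA/BHQ-2 forked duplex and 2 mM ATP. Unwinding read as fluorescence (525/598 nm), two reads 2 h apart.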
TR SRC2 fluor cs – Total Fluorescence Counterscreen for Inhibitors of the Interaction of Thyroid Hormone Receptor and Steroid Receptor Coregulator 2; 280,000 compounds, 0.29% hits; TRb/SRC2 Texas Red total fluorescence interference; Potency, µM (series often up to 106 µM), inactives show at the highest dose fluorescence change, negative = quenching; active means well fitted curve in either direction with a large enough effect; inconclusive means small, poorly fitted or top-dose-only effect; further: on the % scale 0 is the no-effect control and ±100 the full control effect
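Human TRb ligand-binding domain at 0.6 uM with 20 nM Texas Red SRC2 peptide in Tris buffer containing 1 uM T3 and 5% DMSO, incubated with compound 5 h at ambient temperature. Total fluorescence (555/632 nm) calculated as parallel + 2 × perpendicular.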
HTT cytoprotect – qHTS Multiplex Assay to Identify Dual Action Probes in a Cell Model of Huntington: Cytoprotection (ATP); PC12 HTT-Q103 induced, cytoprotection, ATP luminescence, 40 h; Potency, µM (doses to about 56.4 µM), for inactives: cytoprotection (ATP increase), usual class: activators; 230,000 compounds, 0.14% hits; AID 1471, 2008;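 further: % of control where 0% means no effect; nearly all actives have a fitted effect of over 45% in size; toxic huntingtin expression switched on by the ecdysone agonist tebufenozide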
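Quantitative HTS on tebufenozide-induced (100 nM) PC12 cells expressing HTTQ103 exon 1–GFP; compounds tested as a concentration series; survival measured via cellular ATP.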
* = called active by the depositor; i = inactive; ? = inconclusive; / = no result given; [ ] = another dose, or the depositor's remark. Unless noted, the call rests on the fitted dose curve; in most records, active means well fitted curve in the direction sought with a large enough effect; inconclusive means small, poorly fitted or top-dose-only effect, or another doubt; inactive means no such curve, though single readings can be large; an effect the other way counts as inactive or inconclusive. Potency means the concentration at half of the fitted maximal effect. The list is partial; the hit share may differ from the screen's.

SMILES	L3MBTL1 block	Tau fluor cs	TRb-SRC2 inh	Tau fibril ThT	Tau FP inhib	RECQ1 inh	TR SRC2 fluor cs	HTT cytoprotect
CC(C)OP(=O)(OC(C)C)C(NC(=O)c1cccc([N+](=O)[O-])c1)C(N)=O (stereo unspecified)	/	-3%	5%	-3%	1%	-8%	-1%	-10%
CCc1ccccc1NC1c2ccccc2C(=O)N1c1cc(C)ccn1 (stereo unspecified)	20%	-11%	-3%	-10%	-1%	i	-4%	13%
Cc1noc(C)c1COc1ccc(C(=O)NCC2CCCO2)cc1 (stereo unspecified)	2%	0%	-5%	0%	2%	-1%	2%	-8%
O=C1CC(N2CCOCC2)=NN1c1ccc([N+](=O)[O-])cc1	-3%	?	0%	7.1µM*	2%	-6%	-2%	-5%[10 µM]
O=C(NCC1CCN(S(=O)(=O)c2ccccc2)CC1)Nc1ccccc1	?	-7%	2%	5%	0%	-2%	0%	-16%[10 µM]
CCOC(=O)C1=C(O)/C(=C\c2cc(C)n(-c3ccc(F)cc3)c2C)N=C1C	/	-5%	1%	?	-4%	4%	-2%	-26%
O=C(CCCOc1ccc(Cl)cc1)Nc1nncs1	5%	7%	-3%	-5%	8%	-1%	-7%	-7%
COc1ccc(CCNC(=O)c2ccc3c(c2)sc2nc(-c4ccc(C)cc4)cn23)cc1OC	/	12%	0%	16%	-8%	/	2%	/
CC1CCCCN1S(=O)(=O)c1ccc2c(c1)CCN2C(=O)CCC(=O)O (stereo unspecified)	-5%	1%	-5%	-5%	6%	-6%	-1%	-13%
O=C(Nc1cccnc1)/C(N=Nc1ccc(Cl)c(C(F)(F)F)c1)=C(\O)c1ccccc1	1%	-5%	0%	-9%	2%	-12%	-6%	8%[10 µM]
Cc1c(NP(=O)(Oc2ccccc2F)Oc2ccccc2F)c(=O)n(-c2ccccc2)n1C	1%	-2%	1%	-3%	-2%	-3%	-4%	31%[10 µM]
COc1ccc(Cn2c(=O)c3cccnc3n(CC(=O)Nc3ccc(C)c(F)c3)c2=O)cc1	/	?	-21%[53 µM]	6%	?	/	-82%[53 µM]	/
CSC(=O)CC(=O)NC(=O)c1ccccc1	11%	-7%	-4%	-15%	1%	-13%	2%	-3%
O=C(O)CC12CC3CC(C1)CC(n1cncn1)(C3)C2	/	-11%	0%	-13%	-15%	-4%	0%	-15%
COc1cccc(Oc2ccc(OC)cc2C(=O)O)c1	6%	-16%	-7%	-12%	-6%	-18%	-2%	8%[10 µM]
Cc1cccc2c3nc4ccccc4nc3n(CCCN3C(=O)c4ccccc4C3=O)c12	6%	-10%	1%	-2%	4%	-4%	-7%	8%[10 µM]
COC(=O)CSc1nnc(CNC(=O)c2ccc(OC)c(OC)c2)n1C	-11%	-2%	-2%	-2%	2%	13%	-1%	-10%
O=c1c2c(-c3ccccc3)csc2nc2c3ccccc3c(NCCN3CCOCC3)nn12	16%	-25%	9%	?	?	48%[activator]	-2%	-98%[inhibitor][10 µM]
N=c1n(CCCOc2ccc(Br)cc2)c2ccccc2n1CC(N)=O	0%	-14%	-1%	-15%	?	4%	-3%	11%[10 µM]
CC1CCCCN1Cc1c(O)ccc2c(=O)c(-c3ccc(Cl)cc3)c(C(F)(F)F)oc12 (stereo unspecified)	/	1%	6%	-3%	1%	/	-2%	/
COc1cccc(CNC(=O)CC2Sc3ccccc3NC2=O)c1 (stereo unspecified)	/	-4%	-2%	1%	-7%	-2%	4%	18%
Cc1noc(COc2ccccc2OCC(O)CNC(C)(C)C)n1 (stereo unspecified)	/	-5%	-9%	-8%	3%	-7%	-5%	7%
Cc1cccc(NC(=S)NC2CC3CCCC(C2)N3CC(C)C)c1 (stereo unspecified)	-1%	-9%	-1%	-2%	-1%	-1%	-1%	0%[10 µM]
Cc1ccc(S(=O)(=O)N2CCCCC2)cc1NC(=O)COC(=O)Cc1cccc(C(F)(F)F)c1	-12%	?	3%	?	?	0%	-4%	/
Cc1ccc2c(c1)C(c1ccccc1)N(C(=O)COc1ccc(Cl)cc1Cl)CC(=O)N2 (stereo unspecified)	/	-15%	6%	-12%	-6%	/	-1%	/
Cc1ccc(C(=O)OCC(=O)NCCC2=CCCCC2)cc1N	/	-9%	13%	-15%	0%	-6%	1%	-13%
CN(NC(=O)c1c(Cl)cccc1Cl)c1cccc(Cl)n1	-1%	5%	-7%	4%	-2%	-13%	-2%	-2%[10 µM]
Cc1cccc(N(Cc2ccccc2F)S(C)(=O)=O)c1	6%	-15%	6%	-11%	-1%	?	1%	-2%[0.074 µM]
O=C(CC12CC3CC(CC(C3)C1)C2)NCCN1CCOCC1	/	6%	-3%	-7%	5%	i	4%	4%
Cc1ccc(-c2csc3ncnc(SCC(=O)c4ccc5c(c4)OCCO5)c23)cc1	-5%	-14%	-19%	6%	?	i	1%	-21%
CCOC(=O)N1CCN(C(=O)c2ccc3c(=O)n(-c4ccc(F)cc4)c(=S)[nH]c3c2)CC1	/	-8%	-11%	-11%	-8%	-7%	-3%	1%
Cn1nnnc1SCc1csc(C2C(C#N)=C(N)OC3=C2C(=O)CCC3)c1 (stereo unspecified)	/	-9%	-3%	-13%	-10%	-2%	-2%	-8%
O=c1[nH]c(CN2CCOCC2)nc2cc(Cl)ccc12	10%	3%	-6%	4%	0%	-1%	1%	-22%
O=C(O)c1cccc(NC(=S)NC(=O)c2ccncc2)c1	2%	1%	-5%	-6%	5%	-1%	0%	-11%
COc1ccccc1OCC(=O)N/N=C1/SCC(=O)N1Cc1ccccc1	-3%	-10%	-15%	-2%	6%	-7%	1%	-3%
COc1ccc(NS(=O)(=O)c2ccc(OCC(=O)N3CCOCC3)cc2)cc1	-5%	-5%	-1%	-13%	-1%	-12%	2%	?
O=C(Cn1c(-c2cccs2)cc2ccccc21)NCCc1ccc(Cl)cc1	/	-11%	5%	1%	-8%	/	-6%	/
Cc1ccc(C2=NN(C(=O)CCC(=O)O)C(c3cccs3)C2)cc1 (stereo unspecified)	0%	-3%	-4%	-6%	6%	0%	0%	21%[10 µM]
Nc1nc(N)nc(-c2ccccc2O)n1	4%	-10%	7%	-18%	-3%	-3%	-2%	35%
COc1ccc(Cc2nnc(-c3ccc(F)cc3)o2)cc1OC	1%	-2%	-18%	-10%	3%	0%	-2%	-30%[10 µM]
CCNC(=O)C(=O)NCC1OCCCN1S(=O)(=O)c1cccs1 (stereo unspecified)	3%	-10%	-8%	-15%	4%	-8%	-6%	4%[10 µM]
COc1ccc(C(=O)Nc2c(-c3cccs3)c(=O)c3ccccc3n2C)cc1	-5%	-11%	0%	-6%	-7%	-6%	0%	10%[10 µM]
O=C(NCCc1ccc(F)cc1)Nc1ccc2c(c1)OCO2	-4%	-20%	3%	?	8%	i	1%	-2%[10 µM]
CCOc1ccccc1NC(=O)C1CCCN(C(=O)NCc2ccccc2)C1 (stereo unspecified)	6%	-4%	-3%	4%	-5%	-10%	-4%	24%[1.9 µM]
COc1cccc(OC)c1C(=O)NC(=S)NNC(=O)[C@H]1C[C@@H]1c1ccccc1	7%	-15%	-6%	-16%	-3%	7%	0%	15%[10 µM]
O=C(Nc1ccccc1O)c1cc(S(=O)(=O)N2CCOCC2)ccc1Cl	-3%	3%	-2%	-1%	9%	-2%	1%	-6%[10 µM]
Cc1ccc(-c2cc(C(=O)O)n(Cc3ccccc3)n2)cc1	/	4%	6%	7%	7%	/	0%	/

Reformatted bar-delimited: entries from further up.
structure | L3MBTL1 block | Tau fluor cs | TRb-SRC2 inh | Tau fibril ThT | Tau FP inhib | RECQ1 inh | TR SRC2 fluor cs | HTT cytoprotect
CCOC(=O)N1CCN(C(=O)c2ccc3c(=O)n(-c4ccc(F)cc4)c(=S)[nH]c3c2)CC1 | / | -8% | -11% | -11% | -8% | -7% | -3% | 1%
Cn1nnnc1SCc1csc(C2C(C#N)=C(N)OC3=C2C(=O)CCC3)c1 (stereo unspecified) | / | -9% | -3% | -13% | -10% | -2% | -2% | -8%
O=c1[nH]c(CN2CCOCC2)nc2cc(Cl)ccc12 | 10% | 3% | -6% | 4% | 0% | -1% | 1% | -22%
O=C(O)c1cccc(NC(=S)NC(=O)c2ccncc2)c1 | 2% | 1% | -5% | -6% | 5% | -1% | 0% | -11%
COc1ccccc1OCC(=O)N/N=C1/SCC(=O)N1Cc1ccccc1 | -3% | -10% | -15% | -2% | 6% | -7% | 1% | -3%
COc1ccc(NS(=O)(=O)c2ccc(OCC(=O)N3CCOCC3)cc2)cc1 | -5% | -5% | -1% | -13% | -1% | -12% | 2% | ?
O=C(Cn1c(-c2cccs2)cc2ccccc21)NCCc1ccc(Cl)cc1 | / | -11% | 5% | 1% | -8% | / | -6% | /
Cc1ccc(C2=NN(C(=O)CCC(=O)O)C(c3cccs3)C2)cc1 (stereo unspecified) | 0% | -3% | -4% | -6% | 6% | 0% | 0% | 21%[10 µM]
Nc1nc(N)nc(-c2ccccc2O)n1 | 4% | -10% | 7% | -18% | -3% | -3% | -2% | 35%
COc1ccc(Cc2nnc(-c3ccc(F)cc3)o2)cc1OC | 1% | -2% | -18% | -10% | 3% | 0% | -2% | -30%[10 µM]
